NOD1 NF-kB reporter = inhibition of NOD1-driven NF-kB reporter – cell-based, luminescence, uHTS, primary screen (AID 1578). NOD1-driven NF-kB luciferase reporter cells, luminescence; higher % means a stronger effect. 290,000 compounds, 1% hits. one-dose inhibition, % at 4 µM; EC50 in µM for titrated hits; in the data active means inhibition mostly above about 36%, no sharp cut-off; inactive means mostly below about 34%;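 further: HEK-293T reporter cells stimulated with the NOD1 agonist gamma-tri-DAP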
GPR55 activation = selective activators of receptor GPR55 – imaging, U2OS cells, beta-arrestin-GFP redistribution, primary screen (AID 1961); U2OS GPR55 beta-arrestin-GFP redistribution imaging; higher % means a stronger effect; activation, % at 10 µM; hits with a dose series show EC50 in µM; 290,000 compounds, 0.048% hits;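 active means activation above 40% with more than 50 cells counted in the well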;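 further: U2OS osteosarcoma cells stably expressing GPR55 and beta-arrestin-GFP; plate controls were DMSO negative control for no effect and LPI positive control for full effect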
KOR beta-arrestin-1 = kappa opioid receptor activators – cell-based, luminescence, uHTS, primary screen (AID 1777); KOR beta-arrestin recruitment, luminescence; higher % means a stronger effect; activation, % at 10 µM; hits with a dose series show EC50 in µM; 280,000 compounds, 0.02% hits; in the data active means activation above about 50%, passing the limit was not always enough; further: a part of the inactive calls stands beside numbers as strong as those of hits
Dengue-2 NS5 capping = flavivirus cap methylation enzyme inhibition – biochemical, confirmation dose response, primary screen (AID 588689). inhibition, % at 25 µM, or IC50 in µM where a hit was titrated. Dengue-2 NS5 methyltransferase capping enzyme assay, biochemical; higher % means a stronger effect. 340,000 compounds, 0.3% hits; in the data active means a potency from the dose series
GPR55 antagonists = inhibition of LPI-stimulated GPR55 beta-arrestin translocation – imaging, U2OS, beta-arrestin-GFP, LPI agonist, primary screen (AID 2013). U2OS GPR55 beta-arrestin-GFP translocation imaging, LPI antagonism; higher % means a stronger effect. inhibition, % at 10 µM; hits with a dose series show IC50 in µM. 290,000 compounds, 0.13% hits;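 active means spots per cell inhibited over 60%, with over 100 cells counted and total cytoplasm intensity under 500,000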;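 further: U2OS cells stably carrying GPR55 and arrestin-GFP stimulated by 5 µM LPI near EC80; imaged beta-arrestin-GFP aggregate spots per cell after agonist stimulation; plate controls were LPI-stimulated DMSO wells for no effect and DMSO wells without LPI for full effect; some results filed as inactive read as strong as hits; confirmed hits need IC50 under 10 µM and bright autofluorescent wells are also inconclusive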
West Nile virus CPE = inhibition of WNV-induced cytopathic effect – cell-based, CPE readout (AID 1621); West Nile virus-infected cells, CPE inhibition; higher % means a stronger effect; one-dose CPE inhibition, % at 10 µM; IC50 in µM for titrated hits; 290,000 compounds, 0.02% hits; in the data active means a potency from the dose series; further: strong numbers were not always called active
KOR beta-arrestin-2 = kappa opioid receptor blockers – cell-based, luminescence, uHTS (AID 1778) | KOR beta-arrestin recruitment, luminescence, antagonist mode; higher % means a stronger effect | one-dose inhibition, % at 10 µM; IC50 in µM for titrated hits | 290,000 compounds, 0.091% hits; in the data active means inhibition above about 50%; further: strong numbers were not always called active
HIV peptide binding = inhibitors of HIV fusion peptide binding, primary screen, biochemical, uHTS, fluorescence dequenching (AID 1986); cell-free peptide binding, fluorescence dequenching, 30 min; higher % means a stronger effect; inhibition, % at 20 µM; hits with a dose series show IC50 in µM; 290,000 compounds, 0.3% hits; in the data active means inhibition mostly above about 52%, no sharp cut-off; inactive means mostly below about 76%; further: some results filed as inactive read as strong as hits
GPR35 arrestin U2OS = GPR35 antagonists blocking zaprinast-driven arrestin recruitment, primary screen, imaging, U2OS, beta-arrestin-GFP, zaprinast agonist (AID 2058); U2OS GPR35 beta-arrestin-GFP translocation imaging, zaprinast antagonism; higher % means a stronger effect; inhibition, % at 10 µM, or IC50 in µM where a hit was titrated; 290,000 compounds, 0.052% hits;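 active means inhibition of at least 50% with at least 30 cells and total cytoplasm GFP at most 10,000,000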
Dengue-2 NS5 capping pilot replicate = also measured in Dengue-2 NS5 capping; calls as there; inhibition, %; measured here: pilot screen replicate inhibition
* marks the source's active call; other numbers are inactive results; · = no result given; [ ] = dose if it differs, or a comment. The list is partial; count on the stated rates, not on these rows.

SMILES	NOD1 NF-kB reporter	GPR55 activation	KOR beta-arrestin-1	Dengue-2 NS5 capping	GPR55 antagonists	West Nile virus CPE	KOR beta-arrestin-2	HIV peptide binding	GPR35 arrestin U2OS	others
CCCN(CCC)CCCNC(=O)Cn1cnc2sc(C)c(S(=O)(=O)N3CCCCC3)c2c1=O	-1%	0.3%	-1.0%	-6%	-5%	0.1%	-27%	1.8%	12%
Cc1ccc2c(CC(=O)OC(C)C(=O)NCc3ccc4c(c3)OCO4)coc2c1 (stereo unspecified)	-11%	0.0%	1.0%	-9%	4%	0.1%	-13%	0.8%	-7%
CC(=O)c1ccc(NC2CC(O)C(O)CO2)cc1 (stereo unspecified)	-5%	-0.2%	-1.1%	4%	20%	-0.1%	-27%	4.1%	6%
O=C(c1ccncc1)N1N=C(C2CC2)CC1(O)C(F)(F)F (stereo unspecified)	-27%	-0.3%	-0.4%	-8%	-8%	-0.4%	-6%	-0.4%	-2%
FC(F)(F)c1ccccc1NC(=S)Nc1cccc2cnccc12	-30%	0.2%	-4.2%	13%	1%	-0.9%	-51%	12%	1%
Cc1ccc(C)c(N(C)S(=O)(=O)c2cccc3nsnc23)c1	-10%	-0.1%	0.8%	-2%	1%	-0.2%	31%	-2.1%	-19%
COc1ccc(C(=O)NC(=S)NCc2ccco2)cc1	-11%	0.3%	-1.2%	0%	1%	-0.2%	8%	-0.9%	9%
O=S(=O)(Cc1ccccc1)Nc1ccc(F)cc1	2%	0.2%	-4.3%	-7%	4%	-0.7%	25%	-0.5%	-2%
Cc1ccc(Nc2nc(C)cs2)cc1	-23%	-0.2%	·	-7%	-9%	0.9%	-2%[20 µM]	-2.0%	25%
O=C(/C=C/c1ccco1)NCC1OCCc2ccccc21 (stereo unspecified)	-10%	-0.1%	9.9%	-15%	4%	0.8%	10%	24%	-14%
CC(C)(C)c1cc(CN(CCO)CCO)c(O)c(C(C)(C)C)c1	-4%	-0.1%	3.9%	-4%	-4%	-0.6%	-11%	1.0%	-1%
CCN(CC)c1ncccc1C(=O)NCc1cccs1	12%	0.2%	4.6%	-4%	-2%	-0.6%	25%	-2.6%	-8%
Cc1ccc(C2=NS(=O)(=O)N(C)C(C(=O)NC(C)c3ccccc3)=C2)cc1 (stereo unspecified)	22%	-0.1%	-6.2%	-7%	2%	-1.1%	-28%[20 µM]	-0.2%	-7%
COc1ccccc1NC(=O)Nc1ccc(C(N)=O)cc1	-10%	-0.3%	2.0%	10%	-4%	1.0%	-18%	-0.1%	7%
CCOc1cc(C2C3=C(CC(C)(C)CC3=O)N(CCOC)C3=C2C(=O)CC(C)(C)C3)ccc1OC	-17%	-0.3%	-2.1%	-8%	-12%	-1.2%	-31%[20 µM]	1.4%	5%
Cc1ccc2c(C)c(C(=O)N3CCCCC3CO)oc2c1C (stereo unspecified)	3%	-0.2%	2.8%	5%	9%	-0.6%	-79%	-2.4%	24%
O=C(OCCCN=C1NS(=O)(=O)c2ccccc21)c1ccc([N+](=O)[O-])cc1	-29%	-0.1%	-2.5%	-1%	-1%	-0.5%	8%	-0.8%	-11%
CCCc1cc(C(=O)N2CCCC(N3CCN(c4ccc(F)cc4)CC3)C2)no1 (stereo unspecified)	3%	-0.1%	3.6%	-1%	7%	-0.1%	-30%	2.9%	6%
CN(C)S(=O)(=O)c1ccccc1N=C=S	-12%	0.3%	3.5%	-7%	-8%	0.3%	7%	-0.5%	3%
O=C(Nc1ccc(C(=O)NCc2ccccc2Cl)cc1)C1=CSCCO1	10%	0.1%	0.6%	-2%	-28%	-0.1%	-25%	1.5%	-8%
O=C(NCc1ccccc1Cl)c1ccc2ccccc2n1	-43%	-0.2%	0.6%	0%	4%	-0.8%	-25%	1.2%	11%
CCOCC(=O)N1CCN(c2ccc([N+](=O)[O-])cc2)CC1	-9%	-0.3%	-2.6%	-10%	6%	-1.5%	-23%	0.4%	-16%
C/C(=N\NC(=O)c1cc(-c2ccco2)nc2ccccc12)c1cccnc1	-15%	1.6%	-6.7%	7%	-5%	-0.8%	28%	16%	13%
CCC(=O)NC(=S)Nc1ccc(NC(=O)c2ccc(Br)o2)cc1	-44%	0.0%	2.4%	-15%	18%	0.3%	28%	1.6%	5%
Cc1ccc(N=Nc2c(=O)[nH]n3c(=O)cc(C)[nH]c23)cc1	19%	0.0%	-2.0%	22%	-9%	0.2%	8%	-4.2%	-22%
Cc1nn(-c2ccccc2)c2c1c(C)c(CCC(=O)NCC1CCCO1)c(=O)n2C (stereo unspecified)	-1%	0.3%	-0.4%	-1%	11%	0.6%	-5%	-0.9%	3%
CCN(CC(=O)Nc1ccc(NC(C)=O)cc1)CC(=O)Nc1cccc(Cl)c1	-1%	0.3%	-1.6%	1%	4%	-0.5%	-26%	0.9%	1%
COC(=O)C1(C)NC(c2ccc(F)cc2)C2C(=O)N(c3ccccc3)C(=O)C21 (stereo unspecified)	-34%	-0.1%	-6.7%	1%	9%	0.0%	1%[20 µM]	1.2%	1%	Dengue-2 NS5 capping pilot replicate=-1.2
CC(=O)NCCC(=O)Nc1nc(-c2ccccc2Cl)cs1	-25%	-0.7%	-1.8%	-5%	8%	-1.2%	14%	0.8%	-11%
COC(=O)C1=C(C)N(c2ccc(C)cc2)/C(=C/c2ccc(O)cc2)C1=O	-30%	-0.1%	-10%	1%	16%	0.2%	-41%[20 µM]	-2.0%	-1%

Three structures already listed, sorted by length of the SMILES, rising:
SMILES	NOD1 NF-kB reporter	GPR55 activation	KOR beta-arrestin-1	Dengue-2 NS5 capping	GPR55 antagonists	West Nile virus CPE	KOR beta-arrestin-2	HIV peptide binding	GPR35 arrestin U2OS	others
Cc1ccc2c(C)c(C(=O)N3CCCCC3CO)oc2c1C (stereo unspecified)	3%	-0.2%	2.8%	5%	9%	-0.6%	-79%	-2.4%	24%
O=C(OCCCN=C1NS(=O)(=O)c2ccccc21)c1ccc([N+](=O)[O-])cc1	-29%	-0.1%	-2.5%	-1%	-1%	-0.5%	8%	-0.8%	-11%
CCOc1cc(C2C3=C(CC(C)(C)CC3=O)N(CCOC)C3=C2C(=O)CC(C)(C)C3)ccc1OC	-17%	-0.3%	-2.1%	-8%	-12%	-1.2%	-31%[20 µM]	1.4%	5%

The listing continues:
SMILES	NOD1 NF-kB reporter	GPR55 activation	KOR beta-arrestin-1	Dengue-2 NS5 capping	GPR55 antagonists	West Nile virus CPE	KOR beta-arrestin-2	HIV peptide binding	GPR35 arrestin U2OS	others
Cc1ccc(C(=O)N(CC(=O)NC2CCCC2)c2cccc(F)c2)s1	-29%	·	2.5%	-5%	-12%	-1.0%	-47%	-1.2%	-7%
COCCNC(=O)Cn1ncc2ccsc2c1=O	-4%	-0.2%	-4.2%	3%	-1%	0.5%	-4%	-0.6%	4%
Cc1nc2ccc(NC(=O)Cc3cccc(F)c3)cc2s1	-56%	-0.2%	-1.9%	-8%	-2%	0.1%	-8%	-0.4%	-5%
Cc1cc(C(=O)CCl)c(C)n1CCc1ccc(Cl)cc1	·	-0.2%	0.8%	-12%	-5%	-0.9%	-23%	0.4%	-1%
CC1Cc2cc(S(=O)(=O)NCc3ccccc3)ccc2N1C(=O)C1CCC1 (stereo unspecified)	13%	1.1%	3.1%	-3%	1%	-0.1%	-5%	0.0%	-14%
COc1cc(CC(=O)OCC(=O)Nc2cc([N+](=O)[O-])ccc2F)cc(OC)c1OC	-14%	-0.1%	5.5%	-7%	-3%	0.0%	11%	-0.6%	8%
CC(C)N(Cc1ccccc1)C(=O)CCc1ccccc1	-11%	-0.8%	6.8%	-4%	5%	-0.8%	37%	-1.1%	3%
CCSc1nnc(NC(=O)CSc2nc3c(c(=O)n2CC)SC(C)C3)s1 (stereo unspecified)	19%	-0.1%	2.2%	-2%	1%	·	2%	0.2%	-8%
CCN(CC)CCN(C(=O)c1ccc(S(=O)(=O)N2CCOCC2)cc1)c1nc2cc3c(cc2s1)OCCO3	-23%	8.3%	0.8%	-2%	17%	-0.3%	-11%	1.1%	-6%
CCC(=O)N1c2ccc(S(=O)(=O)NCCc3ccc(OC)c(OC)c3)cc2CC1C (stereo unspecified)	17%	0.3%	28%	-7%	-32%	-0.3%	-42%	1.0%	3%
COc1ccc(C(=O)Nc2nc3ccc4nc(C)sc4c3s2)cc1	-18%	-0.3%	-4.1%	-3%	-1%	0.4%	9%	1.6%	-14%
Cc1c(NC(=S)N/N=C/c2ccc(O)cc2)c(=O)n(-c2ccccc2)n1C	-3%	0.2%	17%	-8%	-3%	-0.2%	-23%	-1.0%	13%
NS(=O)(=O)c1ccc(NC(=O)c2cccc3ccccc23)cc1	-29%	-0.3%	-9.3%	0%	-1%	0.7%	-13%[20 µM]	0.2%	-11%
O=[N+]([O-])c1ccc(Nc2c3ccccc3nc3ccccc23)cc1	0%	0.1%	-7.9%	-5%	20%	-1.4%	14%	-5.7%	-2%

Filtered by structure, the compounds so far containing two or more sulfur atoms.
SMILES	NOD1 NF-kB reporter	GPR55 activation	KOR beta-arrestin-1	Dengue-2 NS5 capping	GPR55 antagonists	West Nile virus CPE	KOR beta-arrestin-2	HIV peptide binding	GPR35 arrestin U2OS	others
CCCN(CCC)CCCNC(=O)Cn1cnc2sc(C)c(S(=O)(=O)N3CCCCC3)c2c1=O	-1%	0.3%	-1.0%	-6%	-5%	0.1%	-27%	1.8%	12%
Cc1ccc(C)c(N(C)S(=O)(=O)c2cccc3nsnc23)c1	-10%	-0.1%	0.8%	-2%	1%	-0.2%	31%	-2.1%	-19%
CN(C)S(=O)(=O)c1ccccc1N=C=S	-12%	0.3%	3.5%	-7%	-8%	0.3%	7%	-0.5%	3%
CCSc1nnc(NC(=O)CSc2nc3c(c(=O)n2CC)SC(C)C3)s1 (stereo unspecified)	19%	-0.1%	2.2%	-2%	1%	·	2%	0.2%	-8%
CCN(CC)CCN(C(=O)c1ccc(S(=O)(=O)N2CCOCC2)cc1)c1nc2cc3c(cc2s1)OCCO3	-23%	8.3%	0.8%	-2%	17%	-0.3%	-11%	1.1%	-6%
COc1ccc(C(=O)Nc2nc3ccc4nc(C)sc4c3s2)cc1	-18%	-0.3%	-4.1%	-3%	-1%	0.4%	9%	1.6%	-14%

Source: PubChem BioAssay
